# Assay outcomes deposited in PubChem by Sanford-Burnham Center for Chemical Genomics.
# 697 NFkB inh: inhibitors of the PMA/ionomycin-induced NF-kB reporter in 697 B cells. 697 B-cell NF-kB luciferase reporter, 16 h. AID 435022. inhibition, % at 4 µM. 330,000 compounds, 0.33% hits; in the data active = inhibition above about 35%
# Mdm2-MdmX inh: human Mdm2/MdmX binding inhibition | SaOS-2 split-luciferase Mdm2/MdmX complementation, luminescence | inhibition, % at 8 µM | 330,000 compounds, 3% hits;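 active = inhibition of at least 50% at 8 µM in the primary screen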
# APJ ag: APJ receptor agonism; P35414; CHO-K1 APJ PathHunter beta-arrestin, luminescence; 0% DMSO wells, 100% apelin; activation, % at 20 µM; 330,000 compounds, 0.11% hits;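 active = activation more than six SD over the plate average, tested at 20 µM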;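 also: 0% = DMSO alone and 100% = apelin-13 at 10 nM; some results filed as inactive read as strong as hits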
# Target sequence (P35414 whole entry, looked up): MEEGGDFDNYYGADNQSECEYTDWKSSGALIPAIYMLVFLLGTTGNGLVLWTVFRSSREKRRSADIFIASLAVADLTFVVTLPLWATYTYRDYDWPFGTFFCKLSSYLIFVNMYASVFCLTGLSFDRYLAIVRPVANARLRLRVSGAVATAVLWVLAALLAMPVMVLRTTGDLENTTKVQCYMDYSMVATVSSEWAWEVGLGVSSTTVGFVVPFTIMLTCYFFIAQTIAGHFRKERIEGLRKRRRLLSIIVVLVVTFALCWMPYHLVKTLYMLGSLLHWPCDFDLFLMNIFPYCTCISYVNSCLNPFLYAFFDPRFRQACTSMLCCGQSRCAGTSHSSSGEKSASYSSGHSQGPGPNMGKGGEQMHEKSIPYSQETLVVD
#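 Test system – PathHunter CHO-K1 APJ (AGTRL-1) beta-arrestin reporter cells · Input – 1000 cells/well · Compound – single test compound dose, 20 µM final, 1% DMSO · Times – compound stimulation 90 min at 25 °C, detection 60 min · Technique – beta-gal luminescence · Read-out basis – APJ–arrestin association signal · Control set – negative DMSO alone, positive Apelin-13 at 10 nM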
# tim23-1 inh: growth inhibitors of tim23-1 mutant yeast; AID 463212; 330,000 compounds, 1.3% hits; inhibition, % at 20 µM; S. cerevisiae tim23-1 growth, BacTiter-Glo luminescence, 24 h;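 active = growth inhibition of the mutant yeast at or above 50%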;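 also: temperature-sensitive mutant grown at 25 °C; plate controls were DMSO-treated mutant yeast for no effect and medium wells lacking yeast for full effect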
# UPR CHOP act: apoptotic UPR (CHOP) activation; CHO-CHOP luciferase reporter, luminescence; percent of tunicamycin response over DMSO baseline; activation, % at 10 µM; 330,000 compounds, 0.34% hits;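 active = at 10 µM dose, activation of 40% or more, normalized to positive control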;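 also: 100% = tunicamycin at 10 µg/mL and 0% = DMSO alone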
#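 System: CHO-CHOP luciferase reporter cell line; amount: 500 cells/well; buffer or medium: F12 medium containing 10% fetal bovine serum; incubation: 6 h compound exposure at 37 °C after overnight seeding; measured by: luciferase luminescence after 10 min with Steady-Glo reagent; evaluation: % reporter activation, DMSO baseline versus tunicamycin full activation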
# APJ antag: antagonists of human APJ apelin receptor; P35414; CHO-K1 APJ beta-arrestin complementation, luminescence; inhibition, % at 20 µM; 330,000 compounds, 0.32% hits;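 active = inhibition above about 40% at 20 µM, limit read from the data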;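 also: cells challenged with 10 nM apelin-13 agonist together with compound; plate controls were apelin-13 plus DMSO wells for no effect and DMSO wells lacking apelin-13 for full effect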
# XBP1 UPR activ: activators of adaptive arm of unfolded protein response (XBP1); CHO-XBP1 luciferase reporter, IRE1-XBP1 UPR activation, luminescence; percent of tunicamycin response, DMSO as zero; activation, % at 20 µM; 330,000 compounds, 0.33% hits; AID 463104;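 active = versus positive control, 20 µM dose yields 30% or more activation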;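 also: 100% = tunicamycin at 10 µg/mL and 0% = DMSO only wells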
#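 Assay system: CHO-XBP1 luciferase reporter cells; Schedule: 6 h treatment, 37 °C; Detection: glow luminescence from Steady-Glo reagent; Benchmarks: high control tunicamycin 10 µg/mL final, low control DMSO vehicle only.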
# Jurkat NFkB inh: inhibitors of the PMA/ionomycin-induced NF-kB reporter in Jurkat cells | inhibition, % at 4 µM | 330,000 compounds, 0.53% hits | PMA/ionomycin-induced NF-kB luciferase reporter, luminescence; in the data active = inhibition above about 50%
# Starred values were filed as active, the others as inactive.
molecule	697 NFkB inh	Mdm2-MdmX inh	APJ ag	tim23-1 inh	UPR CHOP act	APJ antag	XBP1 UPR activ	Jurkat NFkB inh
COc1ccc(-c2nc(CS(=O)CC(=O)NC3CCCc4ccccc43)c(C)o2)cc1OC (configuration not stated)	10.3	15.9	1.6	16.2	0.1	2.0	1.8	3.6
Cc1oc(-c2cccs2)nc1CS(=O)CC(=O)NC1CCCCCC1 (configuration not stated)	5.3	-4.3	-5.3	22.4	1.6	19.5	-4.2	6.9
Cc1ccc(O)c(-c2cc(C(=O)Nc3cccnc3)[nH]n2)c1	16.4	-226.5	-2.1	2.4	7.2	-9.5	4.4	-116.8
Cc1cc(=O)n2nc(N3CCC(C(=O)NCc4ccc(F)cc4)CC3)sc2n1	8.9	16.8	-1.7	-0.1	1.2	11.8	-2.5	-0.1
CN(/C(=N/S(=O)(=O)c1cccs1)c1ccccc1)c1ccccc1	14.3	-17.9	-4.5	28.7	1.3	-4.0	-1.2	11.9
S=c1[nH]nc(-c2cc(-c3ccccc3)n[nH]2)n1/N=C/c1ccccc1	-21.7	-7.6	1.9	-7.2	1.0	20.3	1.5	1.2
CCCCn1c(SCC(=O)c2c(N)n(C3CC3)c(=O)[nH]c2=O)nc2cc(S(N)(=O)=O)ccc21	-3.2	2.4	-2.1	10.1	1.9	10.7	-1.8	9.8
CCCCn1c(N)c(N(CC)C(=O)c2ccc(Cl)c([N+](=O)[O-])c2)c(=O)[nH]c1=O	-1.1	6.0	-2.5	15.4	1.3	-7.4	-0.9	-12.0
Cc1ccc(-c2nnn(CC(=O)Nc3cccc4c3CCCC4)n2)o1	8.3	10.7	1.3	5.3	0.0	8.4	0.6	1.3
O=C(CSc1ccc2ccccc2n1)N/N=C/c1ccccc1O	-10.0	60.6*	-1.8	29.9	1.6	-10.9	1.6	-7.5
COc1ccc(NC(=O)CCCNC(=O)Cn2cnc3sc(C)c(C)c3c2=O)cc1OC	13.0	14.8	0.7	9.9	0.1	-2.7	-4.5	-0.3
Cc1ccc(S(=O)(=O)N2CCCOC2CNC(=O)C(=O)NCCC2=CCCCC2)cc1 (configuration not stated)	-3.6	-5.3	-2.0	2.6	-1.5	3.4	-2.6	7.2

# 5 entries already listed, ordered by formula weight, ascending.
molecule	697 NFkB inh	Mdm2-MdmX inh	APJ ag	tim23-1 inh	UPR CHOP act	APJ antag	XBP1 UPR activ	Jurkat NFkB inh
Cc1ccc(O)c(-c2cc(C(=O)Nc3cccnc3)[nH]n2)c1	16.4	-226.5	-2.1	2.4	7.2	-9.5	4.4	-116.8
O=C(CSc1ccc2ccccc2n1)N/N=C/c1ccccc1O	-10.0	60.6*	-1.8	29.9	1.6	-10.9	1.6	-7.5
CCCCn1c(N)c(N(CC)C(=O)c2ccc(Cl)c([N+](=O)[O-])c2)c(=O)[nH]c1=O	-1.1	6.0	-2.5	15.4	1.3	-7.4	-0.9	-12.0
Cc1ccc(S(=O)(=O)N2CCCOC2CNC(=O)C(=O)NCCC2=CCCCC2)cc1 (configuration not stated)	-3.6	-5.3	-2.0	2.6	-1.5	3.4	-2.6	7.2
COc1ccc(-c2nc(CS(=O)CC(=O)NC3CCCc4ccccc43)c(C)o2)cc1OC (configuration not stated)	10.3	15.9	1.6	16.2	0.1	2.0	1.8	3.6

# (listing goes on)
molecule	697 NFkB inh	Mdm2-MdmX inh	APJ ag	tim23-1 inh	UPR CHOP act	APJ antag	XBP1 UPR activ	Jurkat NFkB inh
COc1ccc(NC(=O)c2ccc(-c3nn(C)c(=O)c4ccccc34)cc2)cc1	13.3	40.8	-1.7	-19.0	-1.7	-2.8	1.1	17.1
C/C=C\C(=O)Nc1cccc(C2=NOC3(C2)C[C@@H](C(N)=O)N(C(=O)C2(C)CC2)C3)c1 (some centres not stated)	22.3	13.8	5.2	1.5	0.2	-1.7	0.6	20.5
CC(Sc1nnnn1C1CCCC1)C(=O)Nc1cccc(S(=O)(=O)N2CCOCC2)c1 (configuration not stated)	-11.1	-37.9	-3.5	19.7	1.6	-8.0	-3.3	-3.1
CCC(=O)c1ccccc1OCCSc1nc(C)cc(=O)[nH]1	-20.0	-7.7	4.7	21.4	-0.6	23.6	-1.2	-23.8
Cc1ccc(/C=C/C(=O)c2c(C)nc3ccccn23)cc1	-177.5	-49.5	0.6	34.8	4.7	8.9	8.1	-132.4
Cc1ccc(NC(=O)COC(=O)C2CSC3(C)CCC(=O)N23)cc1S(=O)(=O)N1CCOCC1 (configuration not stated)	9.8	10.4	-1.6	3.8	-0.4	-27.8	-0.4	8.7
CCOC(=O)N1CCN(C(=O)C2CCN(S(=O)(=O)c3cc(Cl)ccc3Cl)CC2)CC1	3.0	-3.0	-1.2	-8.1	1.1	8.2	-0.3	-8.5
COc1ccc(-c2[nH]ncc2CN2CCCC2c2nonc2C)c(F)c1 (configuration not stated)	-8.0	-6.0	0.3	10.0	1.6	13.3	-1.9	-10.0
CCC(=O)OC1CSc2nc3ccccc3n2C1 (configuration not stated)	4.1	1.0	-1.2	7.7	-1.4	-5.5	2.9	-1.5
O=C(COC(=O)/C=C/c1cccc(Br)c1)NCCC1=CCCCC1	-2.2	-18.8	-1.4	4.0	4.7	3.6	-1.1	1.0
O=C1NC2(Nc3ccccc31)C(=O)Nc1ccc(Br)cc12 (configuration not stated)	20.2	-3.9	-2.3	-4.8	1.6	-4.5	3.9	10.4
O=C(Cn1cccc1)Nc1ccc(OC(F)(F)F)cc1	9.1	6.0	-4.5	10.2	-0.7	-0.6	-0.3	-3.4
CCOC(=O)c1c(NC(=O)COC)sc2c1CCCC2	-7.1	14.5	5.9	21.0	-0.5	-24.2	-0.7	-19.8
Cc1ccnc(SCC(=O)Nc2c(C)n(C)n(-c3ccccc3)c2=O)n1	20.9	13.4	-3.3	1.9	-2.9	-3.7	-0.5	18.7
CCOc1ccc(C(=O)OCC(=O)c2c(N)n(C)c(=O)n(C)c2=O)cc1OCC	15.2	21.6	-3.4	-3.8	-0.2	0.2	0.3	-14.0
Cc1cc(/N=C/N(C)C)on1	15.7	2.2	-1.0	0.4	0.7	11.7	-1.2	3.2
CCOc1ccc(N(C(C)C(=O)Nc2ccc(OC)cc2)S(C)(=O)=O)cc1 (configuration not stated)	-2.5	6.0	-1.4	16.6	-2.1	-3.3	0.4	-7.1
COc1cc(OC)cc(C(=O)NCC(=O)OC2CCCCC2=O)c1 (configuration not stated)	15.9	-12.0	-4.1	4.9	-1.1	-52.4	4.2	2.1
O=C(COC(=O)c1ccc([N+](=O)[O-])s1)NNC(=O)c1ccccc1	15.5	29.9	2.2	26.8	1.0	-2.6	-3.4	35.5
Cc1ccc(OCC(=O)NN2C(=O)c3ccccc3C2=O)c(C)c1	12.4	-5.6	-3.8	10.3	1.3	7.1	-0.8	1.8
c1ccc(Cc2nnc3n2CCCCC3)cc1	-39.9	-14.5	2.0	19.1	-2.7	-3.6	0.0	-20.2
O=C(N/N=C/c1ccc(Br)o1)/C(=C/c1ccc([N+](=O)[O-])cc1)NC(=O)c1ccccc1	8.5	-7.6	9.0	10.4	0.1	-20.1	1.5	16.8
COc1cc(OC)cc(C(=O)Nc2ccc3c(c2)CCCN3C(=O)c2cccs2)c1	-227.9	77.7*	-1.4	21.0	2.1	-29.1	-3.1	-19.1
COc1ccccc1C1C=C(c2ccc(Cl)cc2)Nc2nc(N3C(=O)CCC3=O)nn21 (configuration not stated)	2.6	26.4	-4.3	9.9	0.9	16.4	-4.2	2.9
Cc1cc(O)ccc1N=Cc1c(C(F)(F)F)[nH][nH]c1=O	-6.0	24.4	0.4	19.6	0.5	-26.7	-0.8	5.3
CC(C)(C)NS(=O)(=O)c1ccc(N2C(=O)c3ccccc3C2=O)cc1	-33.6	9.6	-1.3	13.7	-1.3	-3.1	-0.7	-4.9
Cc1ccc(C)c(Nc2c([N+](=O)[O-])cc(C(=O)N3CC(=O)Nc4ccccc43)cc2[N+](=O)[O-])c1	9.1	40.4	-0.5	23.9	-3.7	-30.3	-1.0	22.3
CC1=NN(C(=O)CCc2ccccc2O)C(O)(C(F)(F)F)C1 (configuration not stated)	2.3	-15.2	-2.5	14.9	-1.3	5.3	3.5	1.6
CCc1ccc(-c2cc(C(F)(F)F)n3nc(C(=O)Nc4c(C)nn(Cc5ccccc5Cl)c4C)cc3n2)s1	-40.2	14.1	-3.7	4.6	0.1	8.4	0.1	0.2
Cn1c(=O)n(C)c2cc(NS(C)(=O)=O)ccc21	7.7	30.1	3.9	11.6	0.5	0.6	-0.5	8.4
CCC(C(=O)NC1CCCC1)N(Cc1cccs1)C(=O)Cn1nnc(-c2ccc(OC)c(OC)c2)n1 (configuration not stated)	13.1	7.3	-4.5	26.4	-1.7	-17.2	-3.0	7.5
CC(=O)Nc1ccc(NC(=O)CN(c2ccc([N+](=O)[O-])cc2)S(=O)(=O)c2ccccc2)cc1	7.0	6.5	-3.7	-12.9	0.1	-4.5	2.5	4.2
O=C(Nc1nc(-c2ccccn2)cs1)c1cccc(-n2cnnn2)c1	-26.3	77.1*	-5.2	-4.0	-2.0	-11.8	-0.7	16.1
CC(=O)/C(=N/Nc1ccccc1)Sc1nnc(CCc2ccccc2)n1-c1ccccc1	-3.5	-1.1	-2.9	42.5	-1.5	13.8	-2.8	-3.6
CC(/C=C/c1ccc(N(C)C)cc1)=N\N=C1\NC(=O)CC(C(=O)Nc2ccccc2)S1 (configuration not stated)	-17.7	-7.0	4.6	24.3	3.2	5.9	-0.3	-34.9
CC(=O)C1=C(C)NC(=O)NC1c1ccc2c(c1)OCO2 (configuration not stated)	-2.7	17.2	-3.9	0.1	0.6	19.0	-2.9	6.5
O=c1nc(NC2CCCC2)ccn1Cc1cccc(Br)c1	10.9	28.1	-0.3	16.6	-1.0	-18.8	-1.9	9.6
COC(=O)c1ccc(NC(=O)CSc2nncn2C)cc1	1.3	-0.5	-0.4	3.2	2.3	-7.3	1.9	-6.4
CCOC(=O)C1C(C)N=C2SCC(=O)N2C1c1cccc(Br)c1 (configuration not stated)	20.0	2.2	-6.4	9.9	1.0	41.1*	0.0	1.2
O=C(NC1CCCCC1)C(c1ccc(F)cc1)N(CCCN1CCOCC1)C(=O)c1ccc(CN2CCOCC2)o1 (configuration not stated)	-34.8	-25.0	3.9	11.1	1.3	1.0	-4.6	-13.5
Cc1cc(C)n(C(=O)CCC2COc3ccccc3O2)n1 (configuration not stated)	17.2	7.1	-2.3	15.6	2.7	5.1	2.1	2.3
CSc1cccc(NC(=O)CSc2ncccc2C(=O)Oc2cccc([N+](=O)[O-])c2)c1	0.0	1.1	-2.9	-2.5	2.5	-5.5	-2.4	-0.4
COc1ccc(OCC(=O)N/N=C(/C)Cc2ccccc2)cc1	2.9	-32.8	-0.4	7.2	2.8	1.8	-1.6	1.6
CC12CCC(=O)N1C(C(=O)NNC(=O)COc1ccccc1Cl)CS2 (configuration not stated)	2.5	-20.2	-2.6	12.4	1.8	3.7	0.7	4.9
CCCCN1CN=C(Nc2nc3ccccc3o2)NC1	-90.1	-45.7	-0.9	13.2	2.5	21.9	4.5	-80.3
O=C(NCc1ccc2c(c1)OCO2)c1ccc2c(c1)OCO2	-0.7	-26.8	-3.9	0.1	0.4	2.7	-1.9	-19.3
